Screening results from PubChem BioAssay.
Vif imaging: HIV Vif self-association inhibitors, primary screen, imaging, HEK293T, single point; HEK293T cells, Vif self-association by quenched fluorescence, 24 h; inhibition, % at 7.49 µM; 340,000 compounds, 0.35% hits; AID 602346, 2012; in the data active = inhibition above about 50%, passing the limit was not always enough; also: some results filed as inactive read as strong as hits
NR2F2 inh: NR2F2 transcriptional activity inhibitors, primary screen, cell-based, luciferase reporter, HEK293T, luminescence; inhibition, % at 8.6 µM; COUP transcription factor 2 (Homo sapiens), P24468; HEK293T NGFI-A luciferase reporter; 370,000 compounds, 0.7% hits;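 active = inhibition above a per-plate cutoff, mean inhibition of test wells between control levels plus 3 SD, cut at about 38% in these data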;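 also: cells cotransfected with COUP-TFII expression vector driving the NGFI-A reporter; 0% = median of COUP-TF2 test wells and 100% = reporter-only cells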
NCOA2 inhibitor: inhibition of GAL4-SRC2 driven luciferase reporter, primary screen, SRC2 inhibitor project, cell-based, luminescence; Nuclear receptor coactivator 2 (Homo sapiens), Q15596; HEK293 GAL4-SRC2 luciferase reporter; inhibition, % at 9 µM; 370,000 compounds, 0.17% hits;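 active = inhibition above the mean inhibition of all tested compounds plus 3 SD, set per campaign, cut at about 52% in these data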;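 also: 0% = DMSO treated cells and 100% = cells given Gossypol at 36 µM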
TROY signal inh: inhibitors of TROY-driven NF-kB signaling, primary screen, Q293 LMP1-TROYcd cells, NF-kB luciferase, uHTS; Q293 LMP1-TROYcd NF-kB luciferase reporter, 4 h; inhibition, % at 10 µM; AID 1347056, 2019; 360,000 compounds, 0.98% hits;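 active = compounds whose plate-normalised and pattern-corrected inhibition of the luciferase reporter signal at the single screening dose is 50% or more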
NR5A2 inv ag: LRH-1 (NR5A2) inverse agonists, primary screen, cell-based, luminescence, HEK293T, StAR-luciferase reporter; inhibition, % at 3.6 µM; LRH-1 transfected, 24 h; Nuclear receptor subfamily 5 group A member 2 (Homo sapiens), O00482; AID 602396, 2012; 360,000 compounds, 0.13% hits;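 active = inhibition above the mean inhibition of all tested compounds plus 3 SD, cut at about 73% in these data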;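 also: 0% = DMSO wells and 100% = reporter-only cells lacking LRH-1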
TRAIL sens C8: viability loss with TRAIL in NB7+C8 cells, primary screen, TRAIL sensitizer project, cell-based, ATPlite luminescence; inhibition (viability loss, TRAIL sensitization), % at 10 µM; 360,000 compounds, 1% hits;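 active = compounds causing at least 50% loss of cell viability in the single-dose screen, relative to plate controls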
TLR9-MyD88 block: inhibitors of TLR9-MyD88 association in cells, primary screen, cell-based, CHO, BLA complementation, fluorescence. 340,000 compounds, 0.21% hits. Toll-like receptor 9 (Homo sapiens) + Myeloid differentiation primary response protein …. CCF4 FRET ratio. inhibition, % at 4.98 µM;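 active = inhibition above the mean over all tested compounds plus 3 SD, cut at about 21% in these data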;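 also: 0% = DMSO only wells and 100% = clavulanate BLA inhibitor control wells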
NCOA1 inh: SRC1 coactivator transcriptional activity inhibitors, primary screen, cell-based, luminescence. 360,000 compounds, 0.12% hits. HEK293 GAL4-SRC1 luciferase reporter. Nuclear receptor coactivator 1 (Homo sapiens), Q15788. inhibition, % at 3.6 µM;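 active = inhibition above the campaign mean plus 3 SD, with each screening campaign given its own cutoff, cut at about 60% in these data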;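 also: 0% = DMSO treated cells and 100% = gossypol at 36 µM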
NOD2-RIPK2 inh: NOD2-RIPK2 binding disruptors in cells, primary screen, fluorescence, CHO cells, BLA complementation; Receptor-interacting serine/threonine-protein kinase 2 (Homo sapiens), O43353; 360,000 compounds, 0.38% hits; inhibition, % at 4.98 µM; CCF4 ratio; in the data active = inhibition above about 21%;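 also: 0% = vehicle only and 100% = reference blocker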
LMP1 NFkB inh: EBV LMP1-driven NF-kappaB luciferase reporter inhibitors, primary screen, cell-based, luminescence, single point; LMP1-induced NF-kappaB luciferase reporter cells; AID 504558, 2011; inhibition, % at 12.5 µM; 350,000 compounds, 0.69% hits; in the data active = inhibition above about 41%;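 also: 0% = neutral control wells and 100% = reference inhibitor control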
NCOA3 inh: SRC3 coactivator transcriptional activity inhibitors, primary screen, cell-based, luminescence; Nuclear receptor coactivator 3 (Homo sapiens), Q9Y6Q9; 360,000 compounds, 0.17% hits; HEK293 GAL4-SRC3 luciferase reporter; AID 588352, 2011; inhibition, % at 3.6 µM;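 active = inhibition above a per-campaign cutoff, the mean of all compounds plus 3 SD, cut at about 60% in these data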;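 also: 0% = DMSO-treated cells and 100% = gossypol-treated cells at 36 µM; higher means less SRC3-driven luciferase light from the GAL4 reporter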
Target sequence (Q9Y6Q9 whole entry, looked up, the tested form may be a part): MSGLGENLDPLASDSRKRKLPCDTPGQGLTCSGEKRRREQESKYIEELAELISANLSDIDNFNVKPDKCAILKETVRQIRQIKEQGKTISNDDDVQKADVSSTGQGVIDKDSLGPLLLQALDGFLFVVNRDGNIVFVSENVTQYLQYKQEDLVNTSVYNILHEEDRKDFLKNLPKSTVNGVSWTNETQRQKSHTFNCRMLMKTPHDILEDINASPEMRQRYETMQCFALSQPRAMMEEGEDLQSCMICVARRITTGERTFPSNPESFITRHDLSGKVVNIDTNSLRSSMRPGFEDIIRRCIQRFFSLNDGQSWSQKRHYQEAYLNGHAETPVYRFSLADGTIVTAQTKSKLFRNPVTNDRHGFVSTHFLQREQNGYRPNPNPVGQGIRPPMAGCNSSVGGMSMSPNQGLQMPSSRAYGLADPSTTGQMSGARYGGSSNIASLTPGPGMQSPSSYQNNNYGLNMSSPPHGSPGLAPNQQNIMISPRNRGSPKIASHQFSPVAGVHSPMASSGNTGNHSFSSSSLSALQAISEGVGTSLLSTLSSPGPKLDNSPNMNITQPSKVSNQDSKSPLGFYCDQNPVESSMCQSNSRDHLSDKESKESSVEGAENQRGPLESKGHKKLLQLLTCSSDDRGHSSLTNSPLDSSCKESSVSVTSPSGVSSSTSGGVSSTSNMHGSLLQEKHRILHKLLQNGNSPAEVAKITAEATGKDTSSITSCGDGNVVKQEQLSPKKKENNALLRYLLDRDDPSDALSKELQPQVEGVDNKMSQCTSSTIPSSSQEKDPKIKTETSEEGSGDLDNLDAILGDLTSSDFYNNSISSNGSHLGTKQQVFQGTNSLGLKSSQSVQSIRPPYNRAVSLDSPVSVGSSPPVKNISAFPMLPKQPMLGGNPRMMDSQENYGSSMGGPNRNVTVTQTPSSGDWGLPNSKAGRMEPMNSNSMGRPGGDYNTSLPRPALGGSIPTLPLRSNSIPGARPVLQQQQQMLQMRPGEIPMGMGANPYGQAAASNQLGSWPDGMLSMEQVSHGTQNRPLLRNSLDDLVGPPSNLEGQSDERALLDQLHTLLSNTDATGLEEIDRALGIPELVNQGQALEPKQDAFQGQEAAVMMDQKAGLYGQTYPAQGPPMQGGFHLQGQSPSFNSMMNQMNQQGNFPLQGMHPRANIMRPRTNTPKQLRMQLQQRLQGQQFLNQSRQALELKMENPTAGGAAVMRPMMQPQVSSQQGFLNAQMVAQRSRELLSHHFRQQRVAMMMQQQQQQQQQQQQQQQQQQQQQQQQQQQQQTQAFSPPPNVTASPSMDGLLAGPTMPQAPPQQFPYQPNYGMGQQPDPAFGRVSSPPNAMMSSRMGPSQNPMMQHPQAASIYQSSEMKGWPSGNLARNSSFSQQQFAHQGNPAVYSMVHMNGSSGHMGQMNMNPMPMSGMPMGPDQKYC
An asterisk follows results filed as active; nt = no result given.

1. COc1ccc(C2CC(=O)c3c(O)cc(O)cc3O2)cc1O (centres undefined)
2. Cc1nnsc1S(=O)c1ccc(F)cc1 (centres undefined)
3. COc1cc(/C=C2\SC(=S)N(CCC(=O)Nc3ccccc3O)C2=O)cc(OC)c1OC
4. CC(C)(C)CC(=O)Nc1nnc(SCC(=O)NC2CCCCC2)s1
5. O=C(/C=C/c1cccc([N+](=O)[O-])c1)NCCN1C(=O)S/C(=C\c2ccc(F)cc2)C1=O
6. O=C(NCCc1ccc(Cl)cc1Cl)c1cccnc1
7. COc1ccc2c(c1)c(=O)oc1c(C)c(OCc3cc(C(=O)O)oc3C)ccc12
8. COc1ccc(C(=O)O/N=C(\N)c2ccccc2)cc1OC

Screen / compound no.,1,2,3,4,5,6,7,8
Vif imaging,-5,-7,-3,6,0,-3,9,-9
NR2F2 inh,-3,14,-6,14,3,3,-4,-33
NCOA2 inhibitor,-26,10,2,-2,11,1,13,-77
TROY signal inh,-32,-15,29,-1,-11,11,23,-47
NR5A2 inv ag,-57,21,4,13,13,-18,-17,-117
TRAIL sens C8,-13,-8,4,-3,0,9,12,24
TLR9-MyD88 block,1,3,-3,-2,-2,5,5,-2
NCOA1 inh,-54,7,0,6,-7,2,-70,-145
NOD2-RIPK2 inh,5,-13,5,-2,-10,-1,-3,-6
LMP1 NFkB inh,-3,-1,9,-5,6,7,0,-36
NCOA3 inh,-24,1,-16,4,6,1,-20,-103

9. CC(=O)/C(N=Nc1cc(C)ccc1O)=C(\C)O
10. COc1ccc2cc(C(=O)NCCCN3CCCC3=O)[nH]c2c1
11. O=C(CSC1=NCCS1)N1CCOCC1
12. O=C(Nc1cccc(C(F)(F)F)c1)c1cnc2n(c1=O)CCS2
13. COCCCNC(=O)c1oc2ccc(S(=O)(=O)N(C)C3CCCCC3)cc2c1C
14. CCOC(=O)c1cccc(NC(=O)CN(c2ccc(C)cc2)S(=O)(=O)c2c(C)noc2C)c1
15. Cc1cccc(N2C(=O)CC(SC(=Nc3ccccc3)Nc3ccccc3)C2=O)c1 (centres undefined)
16. CCOC(=O)C1(Cc2ccccc2)CCN(Cc2ccc3c(c2)OCCO3)CC1

Screen / compound no.,9,10,11,12,13,14,15,16
Vif imaging,3,7,2,11,-4,-13,1,7
NR2F2 inh,0,-7,0,1,12,19,-5,16
NCOA2 inhibitor,-9,-18,-3,-7,0,-9,15,-1
TROY signal inh,1,2,1,-46,-2,-9,-16,-5
NR5A2 inv ag,12,-2,9,-17,-5,10,-3,0
TRAIL sens C8,-5,-3,6,-8,12,-5,-29,0
TLR9-MyD88 block,-2,3,2,-4,10,8,-6,8
NCOA1 inh,-29,-8,0,-5,3,-25,-1,12
NOD2-RIPK2 inh,-5,0,-9,-13,-3,-3,1,-5
LMP1 NFkB inh,-9,-1,2,-9,-3,-21,0,3
NCOA3 inh,-12,-20,-22,-24,4,-13,12,19

17. CSc1ccc(CN2CCC2(C)C(=O)NC2CCc3ccccc32)cc1 (centres undefined)
18. Cc1nn(C)cc1CNC(=O)c1cccc(Cl)c1
19. CN(CC(=O)Nc1c(Cl)cccc1Cl)C(=O)C1=COCCO1
20. CC[C@H](C)/C=C(C)/C=C/C(=O)Cc1cc(O)c(C)c(O)c1C=O
21. COc1cc(C(=O)NCC(=O)N/N=C(/C)c2cccs2)cc(OC)c1OC
22. COCCNC(=S)N/N=C(\C)c1cccc([N+](=O)[O-])c1
23. Cc1ccc(SCCN2CCC(O)CCC2=O)cc1 (centres undefined)
24. CN(C)S(=O)(=O)c1ccc(C(=O)NCc2cccs2)cc1

Screen / compound no.,17,18,19,20,21,22,23,24
Vif imaging,nt,nt,3,-2,-2,nt,-1,19
NR2F2 inh,22,0,-7,11,29,-17,-38,-14
NCOA2 inhibitor,10,-22,5,6,-4,-23,-30,2
TROY signal inh,18,10,9,4,0,-2,-20,-1
NR5A2 inv ag,15,-18,-8,-13,-2,-1,-2,-4
TRAIL sens C8,7,12,12,-10,-3,-9,-5,9
TLR9-MyD88 block,nt,1,-6,0,0,-6,-5,3
NCOA1 inh,-17,-9,9,-38,-7,-1,-20,-7
NOD2-RIPK2 inh,-6,-10,-6,12,-3,-6,4,-10
LMP1 NFkB inh,nt,2,-3,-2,-1,4,-4,-14
NCOA3 inh,2,-2,-7,3,-13,-4,-21,11

Molecules shown so far that have a Cl atom (3):
6. O=C(NCCc1ccc(Cl)cc1Cl)c1cccnc1
18. Cc1nn(C)cc1CNC(=O)c1cccc(Cl)c1
19. CN(CC(=O)Nc1c(Cl)cccc1Cl)C(=O)C1=COCCO1

Screen / compound no.,6,18,19
Vif imaging,-3,nt,3
NR2F2 inh,3,0,-7
NCOA2 inhibitor,1,-22,5
TROY signal inh,11,10,9
NR5A2 inv ag,-18,-18,-8
TRAIL sens C8,9,12,12
TLR9-MyD88 block,5,1,-6
NCOA1 inh,2,-9,9
NOD2-RIPK2 inh,-1,-10,-6
LMP1 NFkB inh,7,2,-3
NCOA3 inh,1,-2,-7

Carrying on:
25. O=C(COC(=O)c1ccc2ncsc2c1)Nc1cccc(Cl)c1
26. O=C1CN=C(Nc2ccc(Cl)cc2)N1c1ccccc1
27. O=C(N/N=C/c1ccco1)c1cc(-c2cccc(Br)c2)nc2ccccc12
28. COc1ccc(CCNC(=O)Nc2ccc3c(c2)c(=O)n(C)n3Cc2ccc(F)cc2)cc1OC
29. CNC(=S)NNC(=O)c1ccccc1Br
30. O=C(c1cn(CC(=O)N2CCCCC2)c2ccccc12)C1CC1
31. Cc1ccc(S(=O)(=O)N2CCCC2C(=O)NCc2ccccc2Cl)cc1 (centres undefined)
32. CN(C)C(=O)Cn1c(SCC(=O)N2CCCc3ccccc32)nc2ccccc21

Screen / compound no.,25,26,27,28,29,30,31,32
Vif imaging,-1,19,-5,4,-16,8,-6,2
NR2F2 inh,8,12,-9,4,16,6,7,13
NCOA2 inhibitor,-52,-8,1,-2,17,-19,3,0
TROY signal inh,-12,nt,48,16,-13,9,-5,16
NR5A2 inv ag,18,2,-6,-7,-11,17,-2,6
TRAIL sens C8,-26,-4,23,-5,-10,40,2,-4
TLR9-MyD88 block,6,-6,-5,nt,-2,-7,8,-8
NCOA1 inh,10,7,-14,-5,8,7,-8,-25
NOD2-RIPK2 inh,-5,-6,6,-5,-8,-3,1,-7
LMP1 NFkB inh,-5,-1,10,nt,-4,4,-2,0
NCOA3 inh,1,-18,-9,6,18,8,11,-5

33. CCSC1=C(C#N)C(c2ccccc2C)CC(=O)N1 (centres undefined)
34. Cc1cccc(N=C2NN=C(c3ccccc3F)CS2)c1C
35. N#CN(CC(N)=O)c1nc(N2CCCCC2)nc(N2CCCCC2)n1
36. O=C(Nc1cccc(C(F)(F)F)c1)Oc1ccccc1N1CCOCC1
37. Clc1ccc(Cn2cnc3ccccc32)cc1
38. CC(=O)Nc1ccc(Oc2cncc(Cl)c2)nc1
39. Oc1cc(-c2ccc(N3CCCCC3)nc2)cc2cccnc12
40. CC(C)CCCNc1nc(N2CCOCC2)nc(N2CCOCC2)n1

Screen / compound no.,33,34,35,36,37,38,39,40
Vif imaging,-4,-2,2,7,-1,19,13,-13
NR2F2 inh,6,7,-1,-15,19,6,nt,21
NCOA2 inhibitor,-5,-35,6,-12,20,0,nt,6
TROY signal inh,-14,-17,6,-13,14,5,-52,23
NR5A2 inv ag,-3,-19,-15,5,9,-12,-30,23
TRAIL sens C8,-1,-4,2,10,-5,7,74*,12
TLR9-MyD88 block,1,1,4,2,-2,-9,15,-3
NCOA1 inh,-4,-22,1,0,-1,13,-91,-5
NOD2-RIPK2 inh,9,4,1,-6,-4,-1,22*,2
LMP1 NFkB inh,-20,-20,-3,-3,2,-6,-49,-13
NCOA3 inh,22,-48,1,8,13,21,-17,-27

41. CC(C)C(=O)Nc1ccc(C(=O)c2ccccc2)cc1
42. O=S1(=O)CC(O)C(Nc2ccc(Cl)cc2)C1 (centres undefined)
43. CC(C)(C)c1ccc(C(=O)Nc2ccc(O)c3c(=O)cc(-c4cccc(Cl)c4)oc23)cc1
44. O=C1c2sc3nc4c(c(=O)n3c2C(=O)N1c1ccccc1)CCC4
45. COc1ccc(NC(=O)n2ncc3c(C)cccc32)cc1OC
46. COc1ccc(-c2nc(CSCC(=O)NC3CCN(Cc4ccccc4)CC3)c(C)o2)cc1OC
47. N#CCCn1cc(/C=N/NC(=O)c2ccncc2)c(-c2ccccc2)n1
48. CCCOc1ccc(C2C(C(=O)/C=C/c3ccco3)=C(O)C(=O)N2CCN2CCOCC2)cc1OC (centres undefined)

Screen / compound no.,41,42,43,44,45,46,47,48
Vif imaging,13,10,-3,-16,2,-7,4,2
NR2F2 inh,-43,0,-10,-10,-14,8,-4,8
NCOA2 inhibitor,-43,-22,-22,8,-48,12,-21,1
TROY signal inh,-76,-5,7,4,-23,-6,-19,-16
NR5A2 inv ag,-93,0,1,-9,-80,-2,-23,-14
TRAIL sens C8,17,-5,49,4,17,4,-3,-9
TLR9-MyD88 block,1,-2,-12,5,-11,4,8,-2
NCOA1 inh,-50,-16,0,-8,-54,-8,5,0
NOD2-RIPK2 inh,-15,-1,-3,19,-3,-14,5,2
LMP1 NFkB inh,-8,-5,3,-23,-11,10,-9,-8
NCOA3 inh,-51,-29,-23,20,-70,0,17,-1

Structures from the list above that have a CF3 group (two):
12. O=C(Nc1cccc(C(F)(F)F)c1)c1cnc2n(c1=O)CCS2
36. O=C(Nc1cccc(C(F)(F)F)c1)Oc1ccccc1N1CCOCC1

Screen / compound no.,12,36
Vif imaging,11,7
NR2F2 inh,1,-15
NCOA2 inhibitor,-7,-12
TROY signal inh,-46,-13
NR5A2 inv ag,-17,5
TRAIL sens C8,-8,10
TLR9-MyD88 block,-4,2
NCOA1 inh,-5,0
NOD2-RIPK2 inh,-13,-6
LMP1 NFkB inh,-9,-3
NCOA3 inh,-24,8

Additional compounds:
49. CCc1ccc(OCC(O)CN2CCCC2)cc1 (centres undefined)
50. N#CCCN(Cc1cccnc1)C(=S)NC(=O)c1ccco1
51. Cc1onc(-c2c(Cl)cccc2Cl)c1C(=O)N1CCc2ccccc21
52. Cc1ccc(C(C#N)c2ccc(Cl)nn2)cc1 (centres undefined)

Screen / compound no.,49,50,51,52
Vif imaging,-14,25,-4,-3
NR2F2 inh,-27,4,23,-22
NCOA2 inhibitor,-12,22,11,-13
TROY signal inh,7,-4,-9,-7
NR5A2 inv ag,7,-1,12,8
TRAIL sens C8,2,-11,7,-4
TLR9-MyD88 block,6,19,0,-8
NCOA1 inh,-9,-18,-35,14
NOD2-RIPK2 inh,3,0,-1,-2
LMP1 NFkB inh,-3,-5,-24,-8
NCOA3 inh,-3,0,21,8

A portion of the library, so the mix of outcomes need not match the whole.
